# Screening data as filed in PubChem BioAssay.
# Pf growth 48h: Primary qHTS for delayed death inhibitors of the malarial parasite plastid, 48 hour incubation | Potency, µM (top dose mostly 28.7 µM), for the others: at the top dose activity change, negative = inhibition, actives largely listed as inhibitors | P. falciparum luciferase growth in erythrocytes, 48 h | 5.9% of 310,000 active; further: potency means the concentration at half of the fitted maximal effect; on the % scale 0 is the no-effect control and ±100 the full control effect
#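 Growth was read as firefly luciferase luminescence after a 48 h, 37 C, 5% CO2 exposure of compounds to reporter-bearing P. falciparum cultures (0.1% parasitemia, 2% hematocrit final) in Albumax-supplemented RPMI 1640.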
# Cycloheximide cs: Cycloheximide Counterscreen for Small Molecule Inhibitors of Shiga Toxin; cell reporter, cycloheximide protein synthesis inhibition counterscreen; max response, %; 12% of 300,000 active; in the data active means max response mostly above about 13%, no sharp cut-off; inactive means mostly below about 14%; further: read at 38.3 µM for the half of the compounds with a filed dose; 0% is about no effect
# Pf growth 96h: Primary qHTS for delayed death inhibitors of the malarial parasite plastid, 96 hour incubation | AID 504834, 2011 | Potency, µM (titrated, usually from 28.7 µM), for the others: at the top dose activity change, negative = inhibition, actives largely listed as inhibitors | P. falciparum luciferase reporter growth, 96 h | 6.9% of 320,000 active; further: potency means the concentration at half of the fitted maximal effect; on the % scale 0 is the no-effect control and ±100 the full control effect
#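 96 h incubation, 37 C, 5% CO2, of luciferase-reporter P. falciparum-infected RBCs (2% hematocrit, 0.05% parasitemia final) with test compounds; endpoint luminescence.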
# Sm TGR block: qHTS Assay for the Inhibitors of Schistosoma Mansoni Peroxiredoxins; purified TGR, DTNB reduction, TNB absorbance 405 nm; Potency, µM (top dose mostly 114 µM), inactives show at the top dose activity change, negative = inhibition, most hits filed as inhibitors; 3% of 360,000 active; AID 485364, 2010; Schistosoma mansoni thioredoxin glutathione reductase (TGR), Q962Y6; further: potency means the concentration at half of the fitted maximal effect; on the % scale 0 is the no-effect control and ±100 the full control effect; nearly all actives have a fitted effect of over 60% in size
#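 TGR 20 nM + NADPH 100 uM (dispensed conc.), cpd preinc 15 min RT; start with NADPH (500 uM addition) then DTNB (15 mM addition). Kinetic TNB absorbance, 405 nm filter. Four-parameter Hill fit across titration.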
# FBPA Giardia inh: qHTS Assay for Inhibitors of Fructose-1,6-bisphosphate Aldolase from Giardia Lamblia; 0.71% of 290,000 active; AID 2451, 2010; A8B2U2; purified Giardia FBPA; Potency, µM (highest dose often 59.6 µM), without a hit: at the top dose activity, negative = inhibition, actives largely listed as inhibitors; further: potency means the concentration at half of the fitted maximal effect; on the % scale 0 is the no-effect control and ±100 the full control effect; nearly all actives have a fitted effect of over 55% in size
# Target sequence (A8B2U2 whole entry, looked up): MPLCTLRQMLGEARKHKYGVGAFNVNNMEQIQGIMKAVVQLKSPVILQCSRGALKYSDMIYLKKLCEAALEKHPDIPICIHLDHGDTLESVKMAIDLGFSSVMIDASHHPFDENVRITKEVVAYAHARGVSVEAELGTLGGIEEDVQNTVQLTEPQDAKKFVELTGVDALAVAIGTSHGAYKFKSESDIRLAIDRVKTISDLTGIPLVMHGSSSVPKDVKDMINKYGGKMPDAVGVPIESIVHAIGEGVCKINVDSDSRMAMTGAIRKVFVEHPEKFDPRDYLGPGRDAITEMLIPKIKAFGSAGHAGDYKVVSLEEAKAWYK
#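 40 nM FBPA preincubated 10 min at RT with compound (up to 57.5 uM final), then substrate plus GAPDH/TPI/NAD/arsenate coupling and diaphorase/resazurin added. Fluorescence read after 20 min at RT, 525/598 nm.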
# Shiga toxin inh: A qHTS for Small Molecule Inhibitors of Shiga Toxin; Vero cells, Shiga toxin protein synthesis inhibition reporter; inhibition, % at 38.7 µM; 9.2% of 290,000 active; in the data active means inhibition mostly above about 28%, no sharp cut-off; inactive means mostly below about 43%; further: 0% is about no effect
# The depositor's hits bear a star; ? = inconclusive; . = not tested or not shown; [ ] = remark or other dose. Unless noted, the call rests on the fitted dose curve; in most records, active means well fitted curve in the direction sought with a large enough effect; inconclusive means small, poorly fitted or top-dose-only effect, or another doubt; inactive means no such curve, though single readings can be large; an effect the other way counts as inactive or inconclusive.
SMILES,Pf growth 48h,Cycloheximide cs,Pf growth 96h,Sm TGR block,FBPA Giardia inh,Shiga toxin inh
O=C(CNS(=O)(=O)c1cccc(Cl)c1)Nc1ccc(-c2nc3ccccc3s2)cc1,24%,34*,-1%,-3%,0%,43*
CCOC(=O)c1c(NC(=O)COC(=O)c2ccncc2)sc(C)c1C,3%,-2,22%,2%,0%,-10
O=C(O)CC1(CC(=O)Nc2ccc(Br)cc2)CCCCC1,36%[activator],4,37%[activator],1%,6%,9
Cc1cccc(C(=O)C2CCN(S(=O)(=O)c3ccc(C(=O)O)cc3)CC2)c1,14%,-3,?,6%,.,-3
Cc1cc(C)nc(SCc2ccc(C(=O)N/N=C/c3ccccn3)cc2)n1,?,1,?,-10%,?,-3
Cc1ccc(OCCC(=O)N(CCC(C)C)c2c(N)n(Cc3ccccc3)c(=O)[nH]c2=O)cc1,10µM*,.,?,0%,.,.
COc1cc(CN2CCc3c([nH]c4ccccc34)C2)cc(OC)c1,7%,0,?,-2%,?,-2
CCC1CCc2sc(C(=O)OCC(=O)N(CCOC)c3c(N)n(Cc4ccccc4)c(=O)[nH]c3=O)cc2C1 (stereo unspecified),?,.,10µM*,-10%,.,.
C[C@H](NC(=O)C1CCN(S(=O)(=O)c2ccccc2)CC1)C(=O)NCc1ccc(Cl)cc1Cl,15%,7,?,-1%,.,4
CN(C)C(=O)C1OC(C)(C)OC1C(=O)N(C)C (stereo unspecified),.,-2,7%,-11%,6%,-3
CCN(C(=O)Cn1c(=O)oc2ccccc21)c1cccc(C)c1,-9%[0.00184 µM],4,?,-1%,0%,-6
O=C(NC1=NCCS1)c1ccc([N+](=O)[O-])cc1Cl,46%[activator],9,71%[activator],-1%,0%,22
CCCNCc1cc(OC)c(OCc2ccccc2)cc1Br,-15%,5,-2%,-4%,-1%,29
COCc1cc(C)nc(SCC(=O)NCc2ccco2)c1C#N,3%,1,9.3µM*,3%,0%,-10
Cc1ccc(Nc2nc(N)nc(CSc3nccn3C)n2)c(C)c1,89%[activator],18*,.,-14%,-4%,42*

# Single records, as listed above.
# `CCN(C(=O)Cn1c(=O)oc2ccccc21)c1cccc(C)c1` as listed: Pf growth 48h = -9%[0.00184 µM]; Cycloheximide cs = 4; Pf growth 96h = ?; Sm TGR block = -1%; FBPA Giardia inh = 0%; Shiga toxin inh = -6
# `O=C(NC1=NCCS1)c1ccc([N+](=O)[O-])cc1Cl` as listed: Pf growth 48h = 46%[activator]; Cycloheximide cs = 9; Pf growth 96h = 71%[activator]; Sm TGR block = -1%; FBPA Giardia inh = 0%; Shiga toxin inh = 22

# (more compounds)
SMILES,Pf growth 48h,Cycloheximide cs,Pf growth 96h,Sm TGR block,FBPA Giardia inh,Shiga toxin inh
CC(On1nnc2ccc(S(=O)(=O)N3CCOCC3)cc21)C(=O)Nc1ccccc1F (stereo unspecified),-4%,.,8%,-8%,.,.
COc1ccc(C(=O)NCCc2ccc(S(N)(=O)=O)cc2)cc1OC,-6%,10,?,25%,11%,21
CCOC(=O)C1=C(SCC(=O)Nc2ccccc2)NC(=O)C(C#N)C12CCCCC2 (stereo unspecified),?,-1,15%,-30%,-1%,-7
COc1ccc(C(=O)NCCCN2CCCC2=O)cc1,31%[activator],9,.,4%,0%,12
CC(=O)Nc1ccc(NC(=O)C(C)OC(=O)c2ccc3[nH]c(C)c(C)c3c2)cc1 (stereo unspecified),7%,.,-10%,-3%,.,.
CCCN(CC(=O)Nc1ccccc1OC)C(=O)c1cc2ccccc2o1,-17%,10,?,-2%,-7%,25
C=CCOc1ccccc1CNCc1cccnc1,1%,4,32%[activator],-6%,-8%,-15
N#CC(C#N)=C(C#N)c1ccc(Nc2ccccc2)cc1,13%,-1,12µM*,2.8µM*,22µM*,.
CCOC(=O)c1cnc(-c2ccccc2)nc1C(F)(F)F,0%,52*,-2%,0%,4%,74*
Cc1ccc(CN2CCN(Cc3cnc(N(C)C)s3)CC2CCO)o1 (stereo unspecified),6%,9,17%,-18%[57.1 µM],0%,-11
Cc1nc(C)c(CCNC(=O)c2ccccc2)s1,8%,-6,?,-15%,0%,-13
CSCCC(NC(=O)c1ccco1)C(=O)N1CCC(C(N)=O)CC1 (stereo unspecified),5%,.,2%,-3%,.,.
CC(C)COC(=O)C(C#N)c1nc2ccccc2nc1N1CCN(Cc2ccc3c(c2)OCO3)CC1 (stereo unspecified),7%,-4,25%,-11%,-15%,15
CC(=O)Nc1ccc(N2CCCCC2)cc1,14%,11,26%,-19%,0%,24
CC1CC[C@@]2(OC1)O[C@H]1CC3[C@@H]4C[C@@H](O)[C@@]5(O)C[C@@H](O)[C@H](O)C[C@]5(C)[C@H]4CC[C@]3(C)[C@H]1[C@@H]2C (stereo partly specified),-4%,1,12%,7%,9%,-10
Cc1cc(NC(=O)CSc2ccc(-c3ccccc3)nn2)no1,-14%,1,0%,1%,-2%,-1
CCCCN1C(=O)CCC(C(=O)O)C1c1ccc([N+](=O)[O-])cc1 (stereo unspecified),25%,0,51%[activator],11%,8%,-11
CCN(CC)S(=O)(=O)c1ccc(NC(=O)c2cc(=O)[nH]c3ccccc23)cc1,-18%,-2,-11%,-6%,2%,-4
CNC(=O)c1ccc(N(Cc2ccccc2C)S(C)(=O)=O)cc1,0%,-3,84%[activator],2%,10%,1
Cc1ccc(NC(=O)c2ccc(OC(=O)COc3cccc(Cl)c3)cc2)cc1,251%[activator],36*,?,3%,0%,51*
COC(=O)C1=C(c2ccc(F)cc2OCc2ccccc2)C[C@@H]2CC[C@H]1N2C(=O)NCCOc1ccccc1Cl,2.6µM*,.,?,-15%,.,.
COc1ccc(NS(=O)(=O)c2ccc(F)c(F)c2F)cc1S(=O)(=O)N1CCOCC1,?,.,-8%,-13%,.,.
CCOC(=O)c1c(-c2ccc(C)cc2)csc1NC(=O)/C(C#N)=C/c1ccc(O)c(OC)c1,?,-2,?,-1%,-12%,-3
CCOC(=O)NC(=S)Nc1ccc(C(C)(C)C)cc1,?,33*,?,5%,-2%,80*
O=C1Nc2cc(C(=O)N3CCOCC3)ccc2S/C1=C\c1ccccc1,?,-1,54%[activator],2%,.,1
O=S(=O)(NCc1cccs1)NCc1ccccc1F,0%,-3,-6%,-6%,6%,-2
Cc1ccc[n+](CC(=O)c2ccc(NC(=O)c3ccccc3)cc2)c1,?,1,?,-21%,-10%,-15
O=C1CCc2cc(NS(=O)(=O)c3ccc(F)cc3)cc3c2N1CCC3,-4%,.,?,-1%,.,.
O=C(CN1CCCCC1)Nc1cc(Cl)ccc1Oc1ccccc1,?,-3,0%,0%,-2%,4
C/C(=N\NS(=O)(=O)c1ccc(C)c([N+](=O)[O-])c1)c1cccs1,-2%,24,14%,4%,6%,-16

# Next part (3 carried over from the part before).
SMILES,Pf growth 48h,Cycloheximide cs,Pf growth 96h,Sm TGR block,FBPA Giardia inh,Shiga toxin inh
O=C1CCc2cc(NS(=O)(=O)c3ccc(F)cc3)cc3c2N1CCC3,-4%,.,?,-1%,.,.
O=C(CN1CCCCC1)Nc1cc(Cl)ccc1Oc1ccccc1,?,-3,0%,0%,-2%,4
C/C(=N\NS(=O)(=O)c1ccc(C)c([N+](=O)[O-])c1)c1cccs1,-2%,24,14%,4%,6%,-16
CCC(C)Sc1cccc(-c2nc3ccc(Cl)cn3c2NCc2ccccc2)c1 (stereo unspecified),9.3µM*,.,10µM*,-7%,.,.
COC(=O)c1c(C)c(C)nc(N)c1C#N,?,5,?,4%,-3%,58
O=C(NCc1cn2ccccc2n1)c1ccc(Br)o1,16%,3,43%[activator],-23%,-10%,11
O=[N+]([O-])c1cccc2c(S(=O)(=O)N3CCCCC3)cccc12,-13%,-2,-6%,-1%,-13%,7
COCCn1c(-c2ccsc2)nc2c1c(=O)[nH]c(=O)n2CC(C)C,.,-3,?,-14%,-6%,-8
COc1ccccc1-n1cnnc1SCC(=O)c1c[nH]c2ccccc12,-3%,-1,-10%,-5%,3%,12
CCOC(=O)C(C)Sc1nnc(-c2c[nH]c3ccccc23)n1C (stereo unspecified),.,11,?,48%[activator],0%,10
CC(C)c1ccc(-n2c(O)c(/C=N/NC(=O)c3ccccc3O)c(=O)[nH]c2=S)cc1,3%,33*,3%,-22%,16%,48*
COCCN(CCOC)C(=O)c1ccc(SCc2ccc(C)cc2)c([N+](=O)[O-])c1,-3%,5,?,7%,-7%,-4
O=C(CCN1CCCCC1)NCNC(=O)CCN1CCCCC1,0%,-1,359%[activator],-4%,1%,-4
COc1ccc(C(=O)Nc2ccc3c(c2)OCCO3)cc1Br,183%[activator],19*,?,-1%,-2%,34*
CC1CN(C(=O)CNC(=O)Cc2cccc3ccccc23)CC(C)O1 (stereo unspecified),-27%,.,1%,-20%,.,.
COc1ccc(CN2CCN(S(=O)(=O)c3ccccc3)CC2)cc1Br,.,-2,14%,-5%,?,-11
O=S(=O)(c1ccc(Oc2ccc(Cl)cc2)c(S(=O)(=O)N2CCCCC2)c1)N1CCCCC1,4.7µM*,-3,.,15%,-1%,-12
O=C1NC(=O)c2cc(Oc3ccc([N+](=O)[O-])cc3)ccc21,6%,0,0%,4%,-15%,-14
Cc1ccc(-n2c(N)c(C(=O)Nc3c(C)n(C)n(-c4ccccc4)c3=O)c3nc4ccccc4nc32)cc1,9.3µM*,-3,?,0%,-3%,-8
Cc1ccc2nc(CCl)[n+]([O-])c(-c3ccccc3)c2c1,14%,2,?,4.5µM*,-16%,-1
COC(=O)CNC(=O)c1cn(CCC#N)nc1-c1ccc(F)cc1,-21%,-1,?,72%[activator],3%,-6
O=C(CCN1C(=O)S/C(=C\c2ccc(F)cc2)C1=O)Nc1ccc(C(=O)O)c(O)c1,103%[activator],1,46%[activator],-1%,.,-4
Cc1sc2ncn(CC(=O)NCCCC(=O)N3CCC(C)CC3)c(=O)c2c1C,20%,-2,0%,4%,-3%,-6
COC(=O)c1ccccc1NC(=O)CSc1nc2c(c(=O)[nH]1)CCC2,21%,-1,60%[activator],2%,?,-3
C=CCNC(=O)C(C)N1c2cccc3cccc(c23)S1(=O)=O (stereo unspecified),-1%,-2,53%[activator],-1%,-6%,-2
COc1ccc(OC)c(CN2C(=O)c3ccccc3C2C(=O)NCC2CCCO2)c1 (stereo unspecified),?,2,?,4%,3%,-19
CCN(c1ccc(NC(=O)COC(=O)c2ccc([N+](=O)[O-])o2)cc1)C(C)C,-8%,.,?,-13%,.,.
Cc1ccc(S(=O)(=O)NCC2CCC(C(=O)NCc3cccs3)CC2)cc1 (stereo unspecified),-1%,-3,10µM*,-12%,2%,-6
CNS(=O)(=O)c1cccc(C(=O)OCC(=O)Nc2ccc(Cl)cc2F)c1,22%,6,57%[activator],5%,-1%,6
CCOc1ccc(C(=O)Nc2cccc(SC)c2)cc1,217%[activator],43*,186%[activator],-1%,-8%,48*
O=C(CSc1nnc(-c2ccncc2)o1)NCc1ccc(Cl)cc1,-5%,-5,12%,-7%,-11%,-9
COC(=O)C1CN(C(=O)c2cccc(OC(F)F)c2)c2ccccc2O1 (stereo unspecified),?,5,-12%,-1%,-10%,-5
NS(=O)(=O)c1ccc(NC(CNS(=O)(=O)c2ccccc2)c2ccccc2)cc1 (stereo unspecified),-2%,5,-3%,-3%,1%,5
CCc1ccccc1NC(=O)CN1CCN(C(=O)c2ccc(OCc3cn4ccccc4n3)cc2)CC1,?,.,?,-5%,.,.
CC(OC(=O)c1ccc(Cl)nc1)C(=O)Nc1ccc(S(=O)(=O)N2CCCC2)cc1 (stereo unspecified),11%,.,20%,2%,.,.
